Calpain2 inh = blocks pig calpain II enzyme activity | purified calpain II, fluorogenic peptide substrate, 30 min | inhibition, % at 16 µM | 0.37% of 220,000 active | AID 1236;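 active = inhibition above about 50%, limit read from the data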
p97 ATPase inh = blocks human p97 ATPase activity | recombinant p97 ATPase, Kinase-Glo ATP luminescence, 3 h | inhibition, % at 8 µM | 0.42% of 220,000 active; in the data active = inhibition above about 15%;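 note: 0% = DMSO vehicle and 100% = wells lacking enzyme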
Runt-SMMHC FRET = blocks binding of human RUNX1 Runt domain to CBFb-SMMHC; 0.74% of 220,000 active; inhibition, % at 20 µM; Q01196+Q13951; Cerulean-Runt/Venus-CBFb-SMMHC FRET ratio 530/480, 1 h;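 active = mean inhibition across duplicate retests at 20 µM reaching about 50%, limit read from the data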;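 note: 0% = DMSO wells and 100% = wells with excess untagged CBFb-SMMHC; inhibitors lower the FRET ratio by blocking Runt binding to CBFb-SMMHC; some results filed as inactive read as strong as hits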
Furin inhibitor = blocks human furin protease activity | P09958 | purified furin, fluorogenic substrate cleavage | inhibition, % at 30 µM | 0.061% of 220,000 active | AID 463115; in the data active = inhibition above about 25%; note: inactives centre near -15
RBBP9 inhibitor = human RBBP9 hydrolase inhibition. O75884. recombinant RBBP9, FP-Rh probe fluorescence polarization. AID 1515. inhibition, % at 7.94 µM. 0.2% of 220,000 active;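 active = inhibition above the campaign mean of all tested compounds plus 3 SD, cut at about 14% in these data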;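 note: plate controls were DMSO wells with RBBP9 for no effect and wells lacking RBBP9 protein for full effect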
Target sequence (O75884 whole entry, looked up): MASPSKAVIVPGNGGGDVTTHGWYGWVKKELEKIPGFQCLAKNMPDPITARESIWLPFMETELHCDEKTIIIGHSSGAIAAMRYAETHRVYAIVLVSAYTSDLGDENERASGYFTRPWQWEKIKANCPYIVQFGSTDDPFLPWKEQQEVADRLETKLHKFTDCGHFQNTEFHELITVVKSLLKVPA
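Material: RBBP9 protein. Amount: RBBP9 at 2.5 µM in dispensed solution, before mixing. Schedule: 30 min then 45 min, 25 °C. Medium: Tris buffer pH 8.0, NaCl, Pluronic. Measured by: fluorescence polarization. Measure: percent inhibition from mP, scaled between DMSO and no-protein wells. Replication: one well per compound.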
TbHK1 inh = blocks Trypanosoma brucei hexokinase 1 activity; recombinant TbHK1, G6PDH-coupled NADH A340; inhibition, % at 10 µM; 0.11% of 220,000 active;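 active = inhibition of 50% or more in the single-dose primary screen; inactive = inhibition below 50%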
NCF1 inh = p47phox (human) inhibition. P14598. p47phox/p22phox peptide binding, fluorescence polarization, 2 h. inhibition, % at 24.7 µM. 0.53% of 220,000 active. AID 1274;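 active = inhibition above about 30%, limit read from the data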;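 note: 0% = p47phox with labelled peptide and 100% = labelled peptide alone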
Target sequence (P14598 whole entry, looked up): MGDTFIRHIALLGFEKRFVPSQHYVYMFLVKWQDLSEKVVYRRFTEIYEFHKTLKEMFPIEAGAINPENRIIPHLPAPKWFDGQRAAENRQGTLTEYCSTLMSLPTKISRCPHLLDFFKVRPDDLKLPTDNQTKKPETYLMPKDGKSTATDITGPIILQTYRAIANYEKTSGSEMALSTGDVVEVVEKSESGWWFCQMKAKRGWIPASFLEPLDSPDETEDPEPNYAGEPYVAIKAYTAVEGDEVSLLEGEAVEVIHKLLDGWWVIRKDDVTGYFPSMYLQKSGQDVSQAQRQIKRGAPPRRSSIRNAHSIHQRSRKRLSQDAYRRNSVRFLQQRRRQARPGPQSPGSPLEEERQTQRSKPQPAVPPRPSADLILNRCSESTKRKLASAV
Runt-CBFb FRET = inhibitors of human RUNX1 Runt domain binding to CBFb | inhibition, % at 20 µM | 0.46% of 220,000 active | Cerulean-Runt/Venus-CBFb FRET ratio 530/480, 1 h | AID 1496 | Q01196+Q13951;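 active = inhibition over about 50% at 20 µM in the single-dose screen, limit read from the data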;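 note: 0% = DMSO wells and 100% = excess unlabeled CBFb competitor control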
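Measured by: fluorescence energy transfer, 422 nm excitation, 530/480 nm emission; test system: Cerulean-tagged RUNX1 Runt domain (FRET donor) fusion protein; buffer or medium: Tris pH 7.5 buffer with BSA; compound: one dose, 20 µM compound, 1% DMSO; times: two 1 h room-temperature incubations shielded from light; benchmarks: unlabeled CBFb 5 µM, positive control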
EBV gp42 inh = EBV gp42 inhibition; 0.42% of 220,000 active; Fluorescence polarization binding assay, mP read-out; AID 1085; inhibition, % (tested at 21.74 µM); Q1HVG2; in the data active = inhibition above about 50%
Target sequence (Q1HVG2 whole entry, looked up): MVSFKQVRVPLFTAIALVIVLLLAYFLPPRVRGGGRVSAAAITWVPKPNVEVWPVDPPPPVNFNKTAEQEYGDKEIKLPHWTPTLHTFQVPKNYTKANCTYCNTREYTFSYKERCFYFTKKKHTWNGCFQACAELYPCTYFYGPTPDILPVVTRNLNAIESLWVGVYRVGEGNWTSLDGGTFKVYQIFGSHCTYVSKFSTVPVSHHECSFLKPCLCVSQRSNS
The depositor's hits bear a star; nt = not tested or not shown; + = active, no number; [ ] = dose if it differs, or a comment. Rows are unselected. Share with any hit: about 2.7%.

Screens by letter – A = Calpain2 inh; B = p97 ATPase inh; C = Runt-SMMHC FRET; D = Furin inhibitor; E = RBBP9 inhibitor; F = TbHK1 inh; G = NCF1 inh; H = Runt-CBFb FRET; I = EBV gp42 inh
O=C(c1cc2ccccc2oc1=O)N1CCN(c2ccc(N3CCOCC3)nn2)CC1
  A = 3.6; B = 0.4; C = 0.8; D = -14.5; E = 6.3; F = -19.7; G = 2.5; H = -0.9; I = -12.6

CCCCC(CCC(=O)Nc1ccc(C(=O)OCC)cc1)C(=O)O (centres undefined)
  A = 9.6; B = 3.0; C = 1.2; D = -22.6[20 µM]; E = 0.7; F = 2.3; G = -5.5; H = -0.3; I = -32.4

O=S(=O)(c1ccccc1)c1nc(NCc2ccccc2)sc1Cl
  A = 27.2; B = 6.3; C = 3.8; D = -33.5; E = -10.7; F = 4.4; G = -19.5; H = -0.5; I = -5.7

CCOC(=O)C1=C(Nc2ccccc2)OCC1=O
  A = -18.0; B = 2.9; C = -3.5; D = -20.8[20 µM]; E = 3.9; F = -0.7; G = -2.2; H = 1.2; I = -12.8

COc1ccc(NC(=O)c2ccc(-n3cccn3)c([N+](=O)[O-])c2)cc1
  A = -18.2; B = 1.1; C = 0.0; D = -27.7; E = -0.9; F = -3.4; G = -5.9; H = 4.1; I = -2.0

Cc1ccc(NC(=O)COC(=O)[C@H](C)NC(N)=O)c(C)c1
  A = -24.6; B = 4.1; C = -0.6; D = -21.3; E = -9.1; F = -5.7; G = -4.2; H = 2.0; I = 1.0

COc1c(Cl)cccc1-c1cn2ccc(C)cc2n1
  A = -68.5; B = -2.7; C = 0.5; D = -34.1; E = -8.1; F = -15.9; G = -7.0; H = 0.6; I = 0.3

CCCCN(CCCC)C(=O)c1sc2nc(N3CCOCC3)c3c(c2c1N)CCCC3
  A = -61.8; B = -3.2; C = 0.3; D = -23.6; E = 0.0; F = -13.7; G = -2.5; H = 20.7; I = -2.0

CCNC(=O)NC(=O)C(C)OC(=O)c1oc2ccccc2c1CSC1CCCCC1 (centres undefined)
  A = -5.0; B = 5.3; C = 1.4; D = -2.1; E = -0.6; F = 28.9; G = -8.2; H = -4.4; I = 7.0

O=c1c(Br)c(Br)cnn1-c1ccccc1
  A = -17.2; B = 5.6; C = -1.3; D = -24.8; E = 1.8; F = -5.0; G = -4.1; H = -0.1; I = -1.6

CCC(NC(=O)c1ccccc1NC(=O)c1ccccc1)C(=O)NNC(=O)c1cccnc1 (centres undefined)
  A = 10.8; B = -2.3; C = 3.1; D = -12.9; E = -5.5; F = 4.1; G = -11.6; H = -0.6; I = 7.1

O=C(NC1(C(F)(F)F)NC(=O)N(c2ccc(F)cc2)C1=O)c1cccs1 (centres undefined)
  A = -8.3; B = 0.1; C = 4.6; D = -39.4; E = -5.9; F = 3.4; G = -4.3; H = 0.6; I = -2.5

C=C(C)C1CC=C(C)/C(=N/NC(=O)COc2cccc(C)c2)C1 (centres undefined)
  A = -4.9; B = -0.1; C = 5.3; D = 7.3[20 µM]; E = 3.0; F = 4.2; G = -17.6; H = -6.0; I = -16.9

COC(=O)c1ccc(OCC(=O)c2ccccc2)cc1
  A = -33.1; B = 0.8; C = -2.4; D = -20.3[20 µM]; E = -5.6; F = -3.6; G = -0.4; H = 0.8; I = 2.6

CS(=O)(=O)N(CC(=O)N1CCc2ccccc2C1)Cc1ccccc1
  A = 4.0; B = -2.5; C = 2.4; D = -4.8[20 µM]; E = -6.9; F = -1.1; G = -3.9; H = -1.2; I = -7.2

Part of the list above, set out differently.
compound	Calpain2 inh	p97 ATPase inh	Runt-SMMHC FRET	Furin inhibitor	RBBP9 inhibitor	TbHK1 inh	NCF1 inh	Runt-CBFb FRET	EBV gp42 inh
Cc1ccc(NC(=O)COC(=O)[C@H](C)NC(N)=O)c(C)c1	-24.6	4.1	-0.6	-21.3	-9.1	-5.7	-4.2	2.0	1.0
COc1c(Cl)cccc1-c1cn2ccc(C)cc2n1	-68.5	-2.7	0.5	-34.1	-8.1	-15.9	-7.0	0.6	0.3
CCCCN(CCCC)C(=O)c1sc2nc(N3CCOCC3)c3c(c2c1N)CCCC3	-61.8	-3.2	0.3	-23.6	0.0	-13.7	-2.5	20.7	-2.0
CCNC(=O)NC(=O)C(C)OC(=O)c1oc2ccccc2c1CSC1CCCCC1 (centres undefined)	-5.0	5.3	1.4	-2.1	-0.6	28.9	-8.2	-4.4	7.0
O=c1c(Br)c(Br)cnn1-c1ccccc1	-17.2	5.6	-1.3	-24.8	1.8	-5.0	-4.1	-0.1	-1.6
CCC(NC(=O)c1ccccc1NC(=O)c1ccccc1)C(=O)NNC(=O)c1cccnc1 (centres undefined)	10.8	-2.3	3.1	-12.9	-5.5	4.1	-11.6	-0.6	7.1
O=C(NC1(C(F)(F)F)NC(=O)N(c2ccc(F)cc2)C1=O)c1cccs1 (centres undefined)	-8.3	0.1	4.6	-39.4	-5.9	3.4	-4.3	0.6	-2.5
C=C(C)C1CC=C(C)/C(=N/NC(=O)COc2cccc(C)c2)C1 (centres undefined)	-4.9	-0.1	5.3	7.3[20 µM]	3.0	4.2	-17.6	-6.0	-16.9
COC(=O)c1ccc(OCC(=O)c2ccccc2)cc1	-33.1	0.8	-2.4	-20.3[20 µM]	-5.6	-3.6	-0.4	0.8	2.6

Additional records:
Screens by letter – A = Calpain2 inh; B = p97 ATPase inh; C = Runt-SMMHC FRET; D = Furin inhibitor; E = RBBP9 inhibitor; F = TbHK1 inh; G = NCF1 inh; H = Runt-CBFb FRET; I = EBV gp42 inh
COCCN=c1scc(C)n1/N=C/C1CC2C=CC1C2 (centres undefined)
  A = -25.5; B = 1.1; C = -1.0; D = -21.0; E = -1.3; F = -2.8; G = -10.0; H = -1.4; I = -10.4

Cc1cc(Nc2ccc(C)c(C)c2)n2nc(C)nc2n1
  A = 5.0; B = 5.8; C = -1.0; D = -19.8; E = 0.8; F = -3.4; G = -12.2; H = -1.4; I = -10.1

CCCCNC(=O)CCCCCNS(=O)(=O)c1ccc(Br)cc1
  A = -0.1; B = 3.6; C = -4.1; D = -13.7; E = -6.2; F = 2.5; G = -12.9; H = -0.1; I = -5.5

CC(C)CC(=O)N1CCN(CC2CC=CCC2)CC1 (centres undefined)
  A = -3.0; B = -1.4; C = -1.3; D = -24.1[20 µM]; E = 1.9; F = -1.0; G = 0.6; H = -3.1; I = -6.0

COc1ccc(C(=O)CSc2nccc(=O)[nH]2)cc1
  A = -32.8; B = -2.5; C = -3.5; D = -10.2[20 µM]; E = -2.7; F = 0.6; G = -7.5; H = 2.0; I = -5.4

Cn1c2c(c(=O)n(C)c1=O)C(c1ccccc1OC(F)F)C1=C(CCCC1=O)N2 (centres undefined)
  A = -459.8; B = 6.1; C = nt; D = -22.0; E = -6.7; F = -9.7; G = -10.6; H = nt; I = -12.8

O=C(NCc1ccccc1)N1CCC(n2cnc3cc(F)ccc32)CC1
  A = 25.0; B = -3.9; C = -3.4; D = -15.4; E = -6.0; F = -1.8; G = -7.0; H = -3.3; I = -11.2

COc1ccc(NS(=O)(=O)c2ccc(SC)cc2)cc1
  A = 11.2; B = 0.2; C = -2.9; D = -11.2[20 µM]; E = 10.5; F = -4.0; G = -8.4; H = 1.6; I = -4.3

COc1ccc2oc(=O)c(C(=O)N3CCN(c4ccccc4C)CC3)cc2c1
  A = 5.1; B = -1.6; C = -0.5; D = -17.3[20 µM]; E = -12.2; F = -1.8; G = 6.1; H = -1.2; I = -13.5

CCCN1C(=O)/C(=C\C=C2\N(CC)c3ccccc3C2(C)C)SC1=S
  A = 37.4; B = 4.6; C = -27.9; D = -21.9; E = 5.7; F = -7.3; G = -239.5; H = 2.7; I = +

O=C(CO/N=C/c1ccc(OC(F)F)cc1)NC1CCCC1
  A = -4.0; B = 0.6; C = 1.1; D = -27.0; E = 0.2; F = 0.8; G = -15.1; H = -0.8; I = -13.7

COc1cccc(NC(=O)c2ccncc2)c1
  A = -1.9; B = -0.9; C = 1.0; D = -27.7; E = -2.3; F = -1.8; G = -2.5; H = 0.7; I = -13.7

Screening results deposited in PubChem BioAssay by several laboratories.
